Tau ThT inhib – qHTS for Inhibitors of Tau Fibril Formation, Thioflavin T Binding. Microtubule-associated protein tau (Homo sapiens), P10636. recombinant tau K18 P301L, heparin-induced fibrillization, ThT fluorescence. Potency, µM (titrated, usually from 57.4 µM), inactives show top-dose activity, negative = inhibition, hits mostly inhibitors. hit rate 2.1% among 270,000; also: % is scaled to controls: 0 for no effect and ±100 for the full control effect; nearly all actives have a fitted effect of over 55% in size
Target sequence (P10636 561-689 P618L limits assumed): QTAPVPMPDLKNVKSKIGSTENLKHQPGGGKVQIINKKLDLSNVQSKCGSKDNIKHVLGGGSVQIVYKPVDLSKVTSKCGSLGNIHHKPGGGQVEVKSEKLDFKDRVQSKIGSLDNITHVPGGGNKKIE
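Heparin-induced fibrillization of the P301L-mutant K18 repeat-domain fragment of human tau was followed by ThT binding in quantitative high-throughput format.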
Tau FP inhib – qHTS for Inhibitors of Tau Fibril Formation, Fluorescence Polarization; Microtubule-associated protein tau (Homo sapiens), P10636; K18 P301L tau heparin fibrillization, Alexa594 FP, 6 h; Potency, µM (highest dose often 57.7 µM), without a hit: top-dose activity, negative = inhibition, hits mostly inhibitors; hit rate 0.39% among 280,000; AID 1468, 2008; also: % is scaled to controls: 0 for no effect and ±100 for the full control effect; nearly all actives have a fitted effect of over 55% in size
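K18 P301L tau (15 uM unlabeled/0.24 uM Alexa 594-labeled, final) + compound + heparin 20 uM final; 100 mM NaOAc pH 7; 6 hr 37 C; ThT 30 uM final added, 1 hr RT; FP ex 555/em 632 nm.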
GAA spleen mod – qHTS Assay for Inhibitors and Activators of Human alpha-Glucosidase From Spleen Homogenate. hit rate 0.006% among 240,000. AID 2112, 2009. human spleen homogenate, 4-MU-alpha-glucoside fluorescence. Lysosomal alpha-glucosidase (Homo sapiens), P10253. Potency, µM (titrated, usually from 79.9 µM), inactives show top-dose activity change, negative = inhibition, usual class: inhibitors;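 also: 0% = enzyme with vehicle and -100% = no enzyme basal signal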
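Enzyme source: human spleen homogenate, 1 ug/well. Buffer 50 mM citric acid/K phosphate pH 5.0, 0.01% Tween-20. 4-MU-alpha-glucoside 1 mM; 37 C x 40 min; NaOH/glycine stop; fluorescence.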
Tau fluor counter – Counterscreen qHTS for Inhibitors of Tau Fibril Formation, Fluorescence Polarization | AID 1463, 2008 | Potency, µM (series often up to 57.7 µM), for inactives: at the highest dose activity change, negative = decrease | hit rate 0.93% among 280,000 | tau K18 P301L (four-repeat tau fragment) Alexa594 fluorescence, heparin fibrillization; also: % is scaled to controls: 0 for no effect and ±100 for the full control effect; nearly all actives have a fitted effect of over 55% in size
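Human K18 P301L tau (15 uM unlabeled plus 0.24 uM Alexa 594-labeled, final) in 100 mM sodium acetate pH 7 was mixed with compound and 20 uM heparin and incubated 6 hr at 37 C.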
HTT ATP protect – qHTS Multiplex Assay to Identify Dual Action Probes in a Cell Model of Huntington: Cytoprotection (ATP); Potency, µM (doses to about 56.4 µM), for inactives: cytoprotection (ATP increase), usual class: activators; hit rate 0.14% among 230,000; PC12 HTT-Q103 induced, cytoprotection, ATP luminescence, 40 h;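 also: % of control where 0% means no effect; nearly all actives have a fitted effect of over 45% in size; toxic huntingtin expression switched on by the ecdysone agonist tebufenozide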
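Rat PC12, Q103 Htt exon1-GFP fusion, ecdysone promoter; tebufenozide inducer 100 nM final; compound titration; qHTS, 1500 cells/well; ATPlite luminescent read.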
GAA glycogen – qHTS Assay for Inhibitors and Activators of Human alpha-Glucosidase Cleavage of Glycogen. AID 2100, 2009. recombinant GAA, glycogen substrate, Amplex Red glucose oxidase fluorescence. Potency, µM (series often up to 76.4 µM), without a hit: at the highest dose activity change, negative = inhibition, usual class: inhibitors. hit rate 0.38% among 300,000. Lysosomal alpha-glucosidase (Homo sapiens), P10253;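 also: 0% = full enzyme reaction and -100% = no-enzyme basal signal; the screen sought inhibitors and activators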
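qHTS, 1536-well; enzyme 4 nM final; cpd up to 77 uM; substrate bovine liver glycogen 30 ug; 50 mM citrate/phosphate pH 5.0, 0.01% Tween-20; 37 C, 40 min; Amplex Red detection 45 min RT; Hill fit → AC50.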
aGal spleen mod – qHTS Assay for Inhibitors and Activators of Human alpha-Galactosidase From Spleen Homogenate; Potency, µM (top dose mostly 80 µM), for inactives: at the top dose activity change, negative = inhibition, most hits filed as inhibitors; hit rate 0.008% among 240,000; AID 2107, 2009; human spleen homogenate, 4MU-alpha-Gal fluorescence, 40 min; Alpha-galactosidase A (Homo sapiens), P06280;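 also: 0% = enzyme with vehicle and -100% = no enzyme basal signal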
Target sequence (P06280 32-429 limits assumed): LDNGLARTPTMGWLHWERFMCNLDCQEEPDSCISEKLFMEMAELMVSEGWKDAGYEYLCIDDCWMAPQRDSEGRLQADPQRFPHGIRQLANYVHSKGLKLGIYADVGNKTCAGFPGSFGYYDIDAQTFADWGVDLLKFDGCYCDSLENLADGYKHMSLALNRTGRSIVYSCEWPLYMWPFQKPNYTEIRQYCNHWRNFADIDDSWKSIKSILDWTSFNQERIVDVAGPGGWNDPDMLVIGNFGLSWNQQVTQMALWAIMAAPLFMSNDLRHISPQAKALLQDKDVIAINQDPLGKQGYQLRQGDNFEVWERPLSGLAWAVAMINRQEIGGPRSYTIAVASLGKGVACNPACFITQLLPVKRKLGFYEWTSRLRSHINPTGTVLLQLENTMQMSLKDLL
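Inhibition or activation of alpha-galactosidase in human spleen homogenate is scored by 4-MU fluorescence after 40 min at 37C, pH 5.0, with 1 mM substrate. AC50s come from concentration-response fitted to the Hill equation.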
GAA inhib – qHTS Assay for Inhibitors of Human alpha-Glucosidase as a Potential Chaperone Treatment of Pompe Disease | purified human GAA, 4-MU-alpha-glucoside fluorescence | Lysosomal alpha-glucosidase (Homo sapiens), P10253 | Potency, µM (doses to about 76.9 µM), for the others: at the highest dose activity change, negative = inhibition, most hits filed as inhibitors | hit rate 0.005% among 200,000;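 also: plate controls were uninhibited enzyme wells for no effect and no-enzyme background for full effect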
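AC50 values come from Hill fits of compound titrations (up to 77 uM) against 4 nM human enzyme. Substrate 4-methylumbelliferyl-alpha-D-pyranoside at 400 uM, pH 5.0 citrate buffer, 20 min room temperature; fluorescence Ex 365/Em 440 after alkaline stop.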
* = called active by the depositor; ? = inconclusive; . = no result given; & = joins results of further samples; [ ] = dose if it differs, or a comment. Calls follow the shape of the dose curve; as a rule, active = well fitted curve in the direction sought with a large enough effect; inconclusive = small, poorly fitted or top-dose-only effect, or another doubt; inactive = no such curve, though single readings can be large; an effect the other way counts as inactive or inconclusive. Potency is read from the fitted curve at half-maximal effect. This is a subset, so the mix of outcomes need not match the whole.

molecule | aGal spleen mod | Tau fluor counter | Tau ThT inhib | HTT ATP protect | GAA spleen mod | Tau FP inhib | GAA glycogen | GAA inhib
O=C(c1ccc(Cl)cc1)C1CCCN(Cc2ccc3c(c2)OCCO3)C1 (centres undefined) | 0% | -6% | -6% | 22%[10 µM] | 1% | 1% | -3% | -5%
Cc1ccc2c(c1)C1CN(C)CCC1N2C(=O)COc1ccc(S(=O)(=O)N2CCOCC2)cc1 (centres undefined) | 1% | 2% | -5% | -1%[10 µM] | -5% | 0% | 0% | -1%
O=C(c1ccc2c(=O)n(Cc3ccc4c(c3)OCO4)c(=S)[nH]c2c1)N1CCC2(CC1)OCCO2 | -1% | -20% | 6% | -4% | -4% | 5% | 6% | -10%
CCC(=O)c1cn(Cc2ccc(C#N)cc2)c2ccccc12 | 5% | -8% | -3% | 3% | 1% | 0% | -18% | 2%
O=[N+]([O-])c1ccc(O[C@@H]2O[C@H](CO)[C@@H](O)[C@H](O)[C@H]2F)c([N+](=O)[O-])c1 | 1% | -12% | -17% | . | -9% | 6% | . | .
CN1CCN(Cc2cn3cccnc3n2)CC1 | -4% | 0% | 4% | -32%[inhibitor] | -2% | 7% | -11% | -6%
CN(CCc1ccc(Cl)c(Cl)c1)[C@H]1CCCC[C@H]1N1CCCC1 | 5% | -2% | -8% | -6% | 4% | -4% | . | .
CCOP(=O)(OCC)C(NC(=O)Nc1ccc(Cl)c(Cl)c1)c1ccccc1 (centres undefined) | 5% | -29% | 11% | 11%[10 µM] | -17% | ? | -6% | -11%
Clc1cccc(Cl)c1CN1CCN(c2ccccc2)CC1 | 2% | -20% | -18% | -5% | 1% | -2% | -2% | 3%
CCOc1cccc(CNC2CN3CCC2CC3)c1 (centres undefined) | 14% | -4% | -12% | 14%[10 µM] | -7% | 8% | -11% | -12%
CC(C)NCC(O)c1ccc(C2CCCC2)cc1 (centres undefined) | -5% | 0% | -7% | . | -5% | 1% | -8% | -1%
CSc1ccc(C(c2c(O)c3ccccc3oc2=O)c2c(C)n(C)n(-c3ccccc3)c2=O)cc1 (centres undefined) | -5% | -26%&-12% | ? | -53%[inhibitor] | -4% | 1%&-10% | 1% | -4%
CCCCC(=O)N/N=C/c1c(O)n(CCC2=CCCCC2)c(=O)[nH]c1=O | 5% | -16% | ? | 9%[10 µM] | 4% | -4% | -3% | .
N#CC1(c2ccccc2)CCN(C2CC(=O)N(c3cccc(F)c3)C2=O)CC1 (centres undefined) | -4% | -9% | -4% | ? | -5% | -5% | 7% | -4%
CCOC(=O)c1c(C)n(Cc2ccc3c(c2)OCO3)c2ccc(O)cc12 | 3% | ? | ? | -26% | 4% | 3% | -22% | -7%
CCCCC/C=C\C/C=C\C/C=C\CCCCCCC(=O)NCCO | 8%&1%&3% | -8%&-12%&-7% | -12%&-14%&0% | ? | 2%&-1%&-6% | -2%&-1%&0% | . | .
NC(Cc1ccc(N(CCCl)CCCl)cc1)C(=O)O (centres undefined) | 13%&-6% | ? | 28µM* | . | 5%&-15% | ? | . | .
O=C1CCCN1c1ccc(S(=O)(=O)O)cc1 (tested in a mixture with another compound) | 10% | -1% | -13% | 14%[10 µM] | 5% | 4% | -5% | -2%
CCC(=O)O[C@@H]1[C@@H](OC(C)=O)[C@@]2(O)C(C[C@H](O)C2(C)C)[C@](C)(O)[C@H]2CC[C@@H]3[C@@H](O)[C@]12C[C@@]3(C)O (some centres undefined) | 11% | -7% | -7% | . | 1% | -7% | 9% | -1%[15.4 µM]
C[C@@H]1C[C@@H]2O[C@H]2/C=C\C=C\C(=O)Cc2c(Cl)c(O)cc(O)c2C(=O)O1 | 5% | -29% | ? | -40%[10 µM] | -4% | -11% | ? | .
Cc1ccc(C(C)C)c(OCC(=O)N2CCN(Cc3nc4cc([N+](=O)[O-])ccc4n3C)CC2)c1 | -7% | -16% | ? | 5%[0.074 µM] | -3% | 4% | 3% | -5%
O=C(c1cc2cc3ccc(Cl)cc3nc2o1)N1CCC2(CC1)OCCO2 | -5% | -7% | -17% | -10% | -3% | -2% | -2% | -2%
N=C1/C(=C/c2ccc(OC(=O)c3ccco3)cc2)C(=O)N=C2SC=CN12 | 0% | -14% | ? | 29% | 1% | 2% | 17% | -1%
Cc1sc(-n2c(C)cc(C=C3C(=O)NC(=O)NC3=O)c2C)c(C#N)c1C | -7% | -1% | 2% | 12%[1.9 µM] | -5% | 1% | 2% | 2%
C[C@H](CCC(=O)O)C[C@H](C)C[C@H](C)C(=O)/C=C(\O)[C@H](C)C[C@H](C)C/C=C/[C@@H](C)[C@@H](O)[C@@H](C)[C@@H](O)C[C@@H]1CC[C@@](C)(C2CC[C@@](C)([C@@H](C)O)O2)O1 (some centres undefined) | -1% | -16% | ? | . | 9% | -14% | . | .
COc1ccc(N/N=C/c2c(O)n(-c3ccc(C)c(C)c3)c(=O)[nH]c2=O)cc1 | 0% | -25% | 18µM* | 8%[10 µM] | 7% | ? | -23% | ?
CCOc1cc(/C=N/NC(=O)c2cccs2)ccc1OC(=O)N1CCOCC1 | -6% | -9% | ? | 15%[10 µM] | -1% | -6% | 6% | -4%
Cc1ccc(CN(Cc2ccccc2)C(=S)NCC(=O)N2CCC3(CC2)OCCO3)o1 | 2% | -10% | -2% | 15%[10 µM] | 6% | 1% | -7% | -7%
O=C(N/N=C/c1c(O)n(-c2ccccc2)c(=O)[nH]c1=O)c1ccncc1 | -4% | -20% | ? | . | ? | -6% | -11% | -5%
CNCCc1c(C)n[nH]c1C | 1% | 7% | -7% | -3% | -1% | 2% | -3% | 0%

Continued.
molecule | aGal spleen mod | Tau fluor counter | Tau ThT inhib | HTT ATP protect | GAA spleen mod | Tau FP inhib | GAA glycogen | GAA inhib
O=c1[nH]c(=O)n(C2CCCCC2)c(O)c1/C=N/N1CCCCC1c1cccnc1 (centres undefined) | -2% | 2% | -2% | 19%[10 µM] | 5% | 0% | -4% | .
CC1=NOC2(C)Nc3ncnn3C(c3ccccc3)C12 (centres undefined) | 4% | 2% | -7% | -3% | 2% | 0% | -4% | -4%
NCCc1cc(O)c(O)cc1O | -14%&-10% | 10µM*[quencher] | 7.1µM* | -77%[inhibitor] | 5%&2% | 25µM* | . | .
CC12CN3CN(C1)CC(C)(C3)C2=NO | -4% | 2% | -2% | . | 1% | 1% | 9% | 0%
CCOC(=O)N1CCN(c2ccc(Cl)c(Cl)c2)CC1 | 0% | -15% | ? | -3%[10 µM] | -6% | 5% | 0% | 3%
C=CCn1c(O)c(C(C)=Nc2ccc3c(c2)CCC3)c(=O)[nH]c1=O | 13% | -12% | -13% | -11%[10 µM] | 3% | -4% | -3% | .
COc1ccc(OC)c(N2C(=O)NC(=O)C3(Cc4cc(C)ccc4N(C)C3)C2=O)c1 (centres undefined) | 6% | -11% | ? | -14% | 5% | 1% | -12% | -3%
COc1ccc(-n2c(O)c(C=NCc3ccc4c(c3)OCO4)c(=O)[nH]c2=O)cc1 | -9% | -10% | . | 7%[10 µM] | -5% | 7% | 5% | .
O=C(CN1CCCC1=O)N1CCOCC1 | 3% | 1% | -3% | 34%[1.9 µM] | 2% | 8% | 9% | -12%
CCC(=NCCC(c1ccccc1)c1ccccc1)c1c(O)[nH]c(=O)[nH]c1=O | -9% | -1% | -7% | 22%[10 µM] | 3% | -11% | 0% | 1%
COCCCn1c(-c2ccc(OC)cc2)cc(C(=O)NC2CCCCCCC2)c1C | 0% | -14% | ? | -6%[10 µM] | -2% | 2% | -8% | 0%
CCC(C)N1CCN(C(=O)Cc2ccccc2)CC1 (centres undefined) | 10% | -7% | -4% | 3% | 0% | -8% | 3% | -7%
O=C(c1ccc2c(c1)ncn2-c1ccc(F)cc1F)N1CCC2(CC1)OCCO2 | 3% | -11% | -6% | -74%[inhibitor] | 7% | -14% | 0% | 0%
CC(C)C(C)(NC(=O)c1cccn(Cc2ccc3c(c2)OC(F)(F)O3)c1=O)C(N)=O (centres undefined) | 1% | -8% | -6% | 0% | . | -4% | 6% | -6%
CC(Cc1ccc(OCC(=O)O)cc1)NCC(O)c1cccc(Cl)c1 (centres undefined) | -7%&-8% | 1%&1% | -5%&0% | . | 1%&2% | 1%&2% | . | .
CCN(CC)C(=O)c1ccc(NC(=O)c2ccc(-c3nn(C)c(=O)c4ccccc34)cc2)cc1 | -2% | -7%&-9% | -6%&-8% | 8%[10 µM] | -3% | -4%&-9% | 6% | .
CCN1CCN(c2nc3c(c(=O)[nH]2)CCCC3)CC1 | 4% | 6% | 1% | 12% | 0% | 5% | 3% | 1%
CCCCC(=O)C1C(=O)NC(=O)NC1=O | 5% | -5% | -3% | -21% | -4% | -9% | 1% | -4%
CN1CCc2nc(CO)c(CO)cc2C1 | 3%[17.5 µM] | -8%[11.6 µM] | -7%[11.5 µM] | ? | 3%[17.4 µM] | -5%[11.6 µM] | . | .
Fc1ccc(Cn2nnnc2CN2CCC(n3nnc4cc(C(F)(F)F)ccc43)CC2)cc1 | 0% | -18% | -8% | -18%[10 µM] | -1% | 1% | -1% | .
Clc1ccc(C(OCCN2CCCCC2)c2ccccc2)cc1 (centres undefined) | -7% | -19% | -7% | -32%[inhibitor] | 1% | -2% | . | .
N=C1c2ccccc2CN1c1cccc([N+](=O)[O-])c1 | 4% | -7% | -13% | -6% | -15% | -1% | 0% | 5%
